# High-throughput results (PubChem)
# 14-3-3g Raf = alters human 14-3-3 gamma binding to Raf peptide; FP, 14-3-3gamma / TMR-pS259-Raf peptide binding; inhibition, % at 40 µM; 0.19% of 160,000 active; AID 422; in the data active = inhibition above about 30%;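 note: 0% = protein plus tracer without compound and 100% = blank with tracer alone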
# Target sequence (P61981 whole entry, looked up): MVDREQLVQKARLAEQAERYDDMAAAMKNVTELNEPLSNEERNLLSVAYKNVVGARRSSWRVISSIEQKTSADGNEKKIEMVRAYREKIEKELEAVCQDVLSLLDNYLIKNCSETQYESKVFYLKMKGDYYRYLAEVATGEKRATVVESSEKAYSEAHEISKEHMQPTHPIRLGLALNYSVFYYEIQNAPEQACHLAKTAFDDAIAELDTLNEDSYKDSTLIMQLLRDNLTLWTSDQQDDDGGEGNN
# * marks the source's active call; other numbers are inactive results; & = joins results of further samples. The list is partial; rates above refer to the full screens.
COc1ccccc1-c1nc(SCc2ccccn2)n[nH]1
  14-3-3g Raf: 0&-4
Cc1ccc(C)c(S(=O)(=O)N=C(c2ccccc2)N(C)C)c1
  14-3-3g Raf: -5
CC(C)CC(C(=O)NCc1ccccn1)N1C(=O)c2ccccc2C1=O (stereo unspecified)
  14-3-3g Raf: 2
COc1cc(OC)c(C2CC(=O)N3CN(c4ccccc4)CSC3=C2C#N)cc1OC (stereo unspecified)
  14-3-3g Raf: -2
CS(=O)(=O)NCCOc1ccc(S(=O)(=O)N2CCCc3ccccc32)cc1
  14-3-3g Raf: -2
CC(C)(C)n1nc2c(c1NC(=O)c1ccc(C(=O)c3ccccc3)cc1)CSC2
  14-3-3g Raf: -9
COc1ccccc1NC(=O)CC1SC(=Nc2ccccc2)N(c2ccccc2)C1=O (stereo unspecified)
  14-3-3g Raf: -10
CN1c2cccc3cccc(c23)N(C)C1(C)C
  14-3-3g Raf: -26&21
Cc1nn(-c2ccccc2)c(OC(=O)c2ccccc2Cl)c1S(=O)(=O)c1ccccc1
  14-3-3g Raf: -8
Cc1cc(C)c(C)c(C(=O)COC(=O)c2cc(=O)[nH]c3ccccc23)c1C
  14-3-3g Raf: 0
CC1CCN(S(=O)(=O)c2ccc3ncn(CC(=O)NC4CCCCCC4)c(=O)c3c2)CC1
  14-3-3g Raf: -35
C=CCN(CC=C)S(=O)(=O)c1nc2nc(C)c(C)c(C)n2n1
  14-3-3g Raf: -3
CCC(=O)N1CCc2cc(S(=O)(=O)CCC(=O)N3CCN(Cc4ccccc4)CC3)ccc21
  14-3-3g Raf: -2
Cc1ccc(N2C(=O)NC3(CCCCC3)C2=O)cc1
  14-3-3g Raf: 2
OCCN1CCN(Cc2cccc(Oc3ccc(Cl)cc3)c2)CC1
  14-3-3g Raf: 4

Cc1oc2c(CN(C)C)c(O)ccc2c(=O)c1-c1ccc2ccccc2n1
  14-3-3g Raf: -2
Cc1ccc(C)c(OCCc2c(C)n[nH]c2C)c1
  14-3-3g Raf: -2
COc1ccccc1N1CCN(Cc2nnnn2CCc2ccccc2)CC1
  14-3-3g Raf: 0
O=C(c1ccccc1)c1cc(F)c(N2CCOCC2)cc1Cl
  14-3-3g Raf: -1
COC(=O)c1cccc(NC(=O)c2ccccc2Br)c1
  14-3-3g Raf: 2
CCN(CC(=O)NCCc1ccc(S(N)(=O)=O)cc1)Cc1nc2ccccc2c(=O)[nH]1
  14-3-3g Raf: -6
CC1=C(C(=O)Nc2ccccc2)C(c2ccccc2Br)NC(=O)N1 (stereo unspecified)
  14-3-3g Raf: 2
CC(=O)Cc1nsc(NC(=O)c2ccc(F)cc2)n1
  14-3-3g Raf: 3
CCOc1ccc(NC(=O)Cn2c(=O)n(-c3ccc(Cl)cc3)c(=O)c3c(C)c(C(=O)N(C)C)sc32)cc1
  14-3-3g Raf: -8
COc1cccc2c1OC1(C)CC2NC(=O)N1c1cccc(C(=O)NCc2cccs2)c1 (stereo unspecified)
  14-3-3g Raf: -6
O=C(NCc1ccco1)c1cc(-c2cccnc2)nc2ccc(Cl)cc12
  14-3-3g Raf: -17
CC1CCN(CCC(=O)Nc2ccc(Br)cc2)CC1
  14-3-3g Raf: -8
Cc1ccc(-c2nnc(N)s2)cc1C
  14-3-3g Raf: -2
COc1ccc(-n2nc3c(c2NC(=O)CCC2CCCC2)CS(=O)(=O)C3)cc1
  14-3-3g Raf: 1
O=C(CN1C(=O)c2ccccc2S1(=O)=O)Nc1ccc(S(=O)(=O)N2CCCCCC2)cc1
  14-3-3g Raf: -4

# Reprinted from the results shown (3 entries):
Cc1ccc(-c2nnc(N)s2)cc1C
  14-3-3g Raf: -2
COc1ccc(-n2nc3c(c2NC(=O)CCC2CCCC2)CS(=O)(=O)C3)cc1
  14-3-3g Raf: 1
O=C(CN1C(=O)c2ccccc2S1(=O)=O)Nc1ccc(S(=O)(=O)N2CCCCCC2)cc1
  14-3-3g Raf: -4

# Entries shown so far that have bromine (3):
COC(=O)c1cccc(NC(=O)c2ccccc2Br)c1
  14-3-3g Raf: 2
CC1=C(C(=O)Nc2ccccc2)C(c2ccccc2Br)NC(=O)N1 (stereo unspecified)
  14-3-3g Raf: 2
CC1CCN(CCC(=O)Nc2ccc(Br)cc2)CC1
  14-3-3g Raf: -8

# Next results.
CCN(CC)S(=O)(=O)c1ccc(NC(=O)CN(c2ccc(OC)cc2OC)S(C)(=O)=O)cc1
  14-3-3g Raf: -7
Cc1ccccc1NS(=O)(=O)c1cccc(-c2nnc(-c3ccccc3)o2)c1
  14-3-3g Raf: 6
COc1ccc(NC2=NS(=O)(=O)c3cc([N+](=O)[O-])ccc32)cc1
  14-3-3g Raf: 1
COc1ccccc1N1CCN(C(CNS(=O)(=O)c2cc(F)ccc2F)c2cccnc2)CC1 (stereo unspecified)
  14-3-3g Raf: -12
CCC(C)N1CC(C(=O)O)CC1=O (stereo unspecified)
  14-3-3g Raf: -1

# Three records picked at random from the list so far:
O=C(NCc1ccco1)c1cc(-c2cccnc2)nc2ccc(Cl)cc12
  14-3-3g Raf: -17
CC(=O)Cc1nsc(NC(=O)c2ccc(F)cc2)n1
  14-3-3g Raf: 3
COc1ccccc1-c1nc(SCc2ccccn2)n[nH]1
  14-3-3g Raf: 0&-4
